Bioassay records deposited in PubChem BioAssay by Sanford-Burnham Center for Chemical Genomics.
APJ antagonist – APJ receptor antagonism; CHO-K1 APJ beta-arrestin complementation, luminescence; inhibition, % at 20 µM; AID 2521; 0.32% of 330,000 active; P35414;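 active means inhibition above about 40% at 20 µM, limit read from the data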;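 further: cells challenged with 10 nM apelin-13 agonist together with compound; plate controls were apelin-13 plus DMSO wells for no effect and DMSO wells lacking apelin-13 for full effect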
Gli-Sufu antag – blocks Gli-Sufu signaling in a luciferase reporter; AID 588413; 0.74% of 340,000 active; Sufu-KO-LIGHT fibroblasts, Gli luciferase reporter luminescence; inhibition, % at 5 µM;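 active means inhibition above about 55%, limit read from the data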;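 further: 0% = DMSO-treated cells and 100% = wells with medium but no cells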
Jurkat NFkB inh – lowers PMA/ionomycin-induced NF-kB signal in Jurkat cells. 0.53% of 330,000 active. inhibition, % at 4 µM. PMA/ionomycin-induced NF-kB luciferase reporter, luminescence; in the data active means inhibition above about 50%
UBC13 polyUb – blocks human UBC13 polyubiquitin chain formation. P61088. TR-FRET. inhibition, % at 20 µM. 0.47% of 330,000 active. AID 485273; in the data active means inhibition above about 45%, passing the limit was not always enough
Target sequence (P61088 whole entry, looked up): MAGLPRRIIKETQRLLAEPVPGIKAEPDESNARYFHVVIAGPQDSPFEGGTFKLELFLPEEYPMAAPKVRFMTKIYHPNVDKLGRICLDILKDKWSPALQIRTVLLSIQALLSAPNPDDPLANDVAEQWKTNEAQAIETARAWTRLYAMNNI
697 NFkB inh – inhibitors of the PMA/ionomycin-induced NF-kB reporter in 697 B cells. 697 B-cell NF-kB luciferase reporter, 16 h. inhibition, % at 4 µM. 0.33% of 330,000 active. AID 435022; in the data active means inhibition above about 35%
EBI2 antag – blocks human EBI2 receptor beta-arrestin signaling; P32249; EBI2 beta-arrestin recruitment, luminescence, 7a,25-OHC stimulated; inhibition, % at 5 µM; 0.81% of 360,000 active; AID 651636; in the data active means inhibition above about 38%;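 further: enzyme fragment complementation signal reports receptor beta-arrestin coupling in cells; 0% = agonist plus DMSO wells and 100% = wells without agonist; some results beyond the cut were filed as inactive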
CXCR6 inh – CXCR6 (human) receptor inhibition | AID 602244 | O00574 | inhibition, % at 20 µM | 0.36% of 360,000 active | CHO-K1 PathHunter CXCR6 beta-arrestin, luminescence; in the data active means inhibition above about 34%, passing the limit was not always enough;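 further: antagonist mode with CXCL16 agonist at 10 nM final; 0% = 10 nM CXCL16 with DMSO and 100% = unstimulated wells without agonist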
Target sequence (O00574 whole entry, looked up): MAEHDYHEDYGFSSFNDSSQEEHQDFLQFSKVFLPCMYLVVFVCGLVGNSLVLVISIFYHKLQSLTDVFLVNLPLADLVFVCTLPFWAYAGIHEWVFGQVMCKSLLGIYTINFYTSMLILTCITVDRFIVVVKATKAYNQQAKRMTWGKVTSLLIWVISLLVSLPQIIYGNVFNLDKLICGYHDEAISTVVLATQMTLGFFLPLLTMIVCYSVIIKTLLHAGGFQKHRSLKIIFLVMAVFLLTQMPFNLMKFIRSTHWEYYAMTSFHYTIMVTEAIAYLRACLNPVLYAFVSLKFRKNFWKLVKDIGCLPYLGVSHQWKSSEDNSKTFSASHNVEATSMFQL
CCR6 antag – CCR6 (human) receptor antagonism; P51684; CHO-K1 CCR6 PathHunter beta-arrestin, luminescence, CCL20-stimulated; inhibition, % at 20 µM; 0.49% of 340,000 active; AID 493098;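 active means compounds whose inhibition of the agonist-driven luminescence signal at 20 µM reaches about 50%, limit read from the data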;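 further: cells stimulated with CCL20 at 14 nM final; plate controls were DMSO with CCL20 for no effect and DMSO without agonist for full effect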
Target sequence (P51684 whole entry, looked up): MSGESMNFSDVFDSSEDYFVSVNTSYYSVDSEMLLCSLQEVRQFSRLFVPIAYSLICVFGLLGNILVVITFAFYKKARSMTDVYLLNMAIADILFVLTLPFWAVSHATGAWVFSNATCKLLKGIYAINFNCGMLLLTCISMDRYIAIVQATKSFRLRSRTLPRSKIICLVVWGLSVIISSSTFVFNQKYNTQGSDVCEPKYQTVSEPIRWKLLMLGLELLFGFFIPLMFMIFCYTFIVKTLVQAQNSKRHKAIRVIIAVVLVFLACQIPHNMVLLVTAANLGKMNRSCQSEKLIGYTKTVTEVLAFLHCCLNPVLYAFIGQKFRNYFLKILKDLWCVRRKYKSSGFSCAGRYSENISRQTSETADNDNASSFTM
* hit, by the source's call; / = no result given.

cpd	molecule	APJ antagonist	Gli-Sufu antag	Jurkat NFkB inh	UBC13 polyUb	697 NFkB inh	EBI2 antag	CXCR6 inh	CCR6 antag
1	Cc1occc1C(=O)O/N=C(\N)c1ccccc1	-10	-109	-88	5	-105	-2	-6	-15
2	CCCCC(=O)Nc1cc(C)c(NC(=O)c2ccco2)cn1	-2	1	3	-4	-6	3	4	-3
3	O=C(NCc1ccc(Cl)cc1)c1cccc(NC2=NC3CS(=O)(=O)CC3S2)c1 (centres undefined)	11	3	-4	5	10	0	-2	3
4	O=C1CCC(C(=O)Nc2cccc(S(=O)(=O)N3CCOCC3)c2)N1 (centres undefined)	-11	-7	5	1	7	2	-2	-2
5	CC(C)OP(=O)(c1ccc(N(C)C)cc1)C(O)c1c(Cl)cccc1Cl (centres undefined)	9	11	-8	-4	14	-1	5	9
6	COCC1CCCN(C(=O)c2ccc(OC3CCN(Cc4ccccn4)CC3)cc2)C1 (centres undefined)	-3	17	-3	-3	4	-2	3	8
7	Cc1ccc(N2C(=O)N3[C@H](c4cccc(C)c4)[C@@H]4C(=O)N(Cc5ccccc5)C(=O)[C@@H]4[C@]3(C)C2=O)cc1	7	-6	-3	13	-11	-2	-4	4
8	Cn1c(=O)c2c(nc(SCC(=O)O)n2Cc2cc3c(cc2Cl)OCO3)n(C)c1=O	0	2	8	6	20	5	4	-6
9	CCCC#Cc1ccc2c(c1)COc1c3ccccc3nn1-2	7	-106	-125	5	-197	9	1	24
10	CCOc1ccccc1C=C1SC(=S)N(CC)C1=O	/	1	/	/	/	4	-3	20
11	CC(=O)Nc1sc(C)c(C)c1C(=O)OCC(=O)N(CC(C)C)C1CCS(=O)(=O)C1 (centres undefined)	11	-13	18	6	-8	-4	5	17
12	COc1ccccc1NS(=O)(=O)c1ccc(C(=O)NCCCN2CCCC2=O)cc1	-19	1	8	4	13	-15	1	0
13	CCN1CCN(CCNC(=O)c2ccc3c(c2)N(Cc2ccc(F)cc2)C(=O)/C(=C/c2ccccc2)S3)CC1	-32	0	-17	65*	-20	28	12	47
14	C=CCSc1nnc(-c2cc3c(-c4ccccc4)nn(C)c3s2)n1C	2	6	-17	9	-4	9	-1	10
15	O=C(CSc1ccccn1)Nc1cccc2ccccc12	-22	-3	-6	-5	8	-8	-3	4
16	Cc1nn(-c2ccc(Cl)c(Cl)c2Cl)c(=O)c2ccccc12	20	14	-3	2	-22	-3	10	-10
17	COc1cccc(-c2nn(-c3ccccc3)cc2CN(C)Cc2ccno2)c1	-7	4	-14	0	-7	-4	7	28
18	CCC(C)Sc1ccc([C@H]2N[C@@](Cc3ccccc3)(C(=O)OC)[C@H]3C(=O)N(C)C(=O)[C@@H]23)cc1 (some centres undefined)	4	-4	13	12	10	9	3	23
19	c1cncc(-c2nc3ccccc3o2)c1	1	2	-17	-4	-24	-1	3	-5
20	COc1ccc(OCc2cc(C(=O)NCc3nc(C)cs3)no2)c(Cl)c1	-47	-35	-54	-2	-64	9	9	17
21	O=C(CSc1nc2ccccc2n1CCc1ccccc1)NC1CC1	-4	-4	14	5	-3	-2	4	2
22	Cc1cc(C)c(OCCCON2C(=O)CCC2=O)c(Br)c1	2	11	-8	2	-1	-4	3	-1
23	CCOC(=O)Nc1ccc2c(c1)N(C(=O)OC)c1ccccc1CC2	/	-3	/	/	/	11	-2	2
24	COc1ccc(NC(=O)Nc2c[nH]c(=O)[nH]c2=O)cc1	3	9	-2	0	1	-6	-6	7
25	CCC(C)(C(=O)NC1CCCC1)N(Cc1cccs1)C(=O)c1ccc2c(c1)OCO2 (centres undefined)	8	13	-7	0	23	14	16	-1
26	Cc1ccc(C(C)(C)NC(=O)C2CCC(=O)N(CC3CCCCC3)C2)cc1 (centres undefined)	-7	-33	8	11	4	-6	7	-1
27	Cc1ccccc1NC1=C(Cl)C(=O)OC1OC(C)C (centres undefined)	6	2	-3	-10	-32	-4	-16	7
28	N#Cc1ccc(N2Cc3ccccc3/C2=N/C(=O)Nc2ccc(Cl)cc2)cc1	-14	-19	-12	6	-27	9	7	14
29	CCCc1cc(C(=O)Nc2ccc(C(=O)c3ccccc3)cc2)n(C)n1	2	19	5	7	-5	10	-6	9
30	COc1cccc(C(=O)Nc2cc3c(cc2Br)OCCCO3)c1	16	-96	-133	-5	-141	3	7	12
31	COc1ccccc1N/N=C1\COC(C)(C)CC1=O	-3	-9	-19	-3	2	-5	3	12
32	COc1ccc(C2=NOC(C(=O)NCc3ccco3)C2)cc1OC (centres undefined)	/	-6	/	/	/	-8	-5	-1
33	COC(=O)C(C(=O)Nc1ccccc1C)C1CCCC1 (centres undefined)	-12	-2	-9	-5	-12	-1	-7	7
34	Cc1ccc(C(=O)COC(=O)CNC(=O)c2ccc(N3C(=O)c4ccccc4C3=O)cc2)cc1C	-8	-6	1	-17	-6	-6	1	15
35	Cc1cc(C)c2c(n1)SCC(=O)N2CC(=O)Nc1c(C)cccc1C	10	-12	1	2	10	0	4	-12
36	CS(=O)(=O)c1ccc2nc(NC(=O)CN3CCC(Cc4ccccc4)CC3)sc2c1	-4	-15	-6	7	9	1	-6	28
37	O=C(COc1cccc2ccccc12)NNC(=O)CSCCO	/	0	/	/	/	-2	1	11
38	CCc1cc(-c2[nH]ncc2-c2ccc(OC)cc2)c(O)cc1O	-17	4	-12	0	-15	6	-4	-15
39	Brc1ccc(-c2ccc(CNCc3ccccn3)o2)cc1	1	1	-19	3	-8	-6	3	8
40	O=C1NC(=S)N/C1=C\C=C\c1ccccc1	5	-9	-26	-14	-42	-8	-2	0
41	COc1cc2ccccc2cc1C(=O)Nc1ccccc1Cl	-6	-47	-99	4	-145	14	-16	-6
42	Cc1noc(C)c1COC(=O)c1cc2c(C)nn(-c3ccc(F)cc3)c2s1	5	12	5	7	-1	1	6	16
43	Cc1ccc2nc(SCC(=O)NC3CCCC3)nc(=O)n2c1	23	-4	-4	-2	9	2	6	-1
44	O=C(COc1ccc(Cl)cc1Br)NNC(=O)C(=O)N1CCCCC1	17	-24	-8	0	6	-5	0	-9
45	N#CCCN(NC1=NS(=O)(=O)c2ccccc21)C(=O)c1ccccc1Br	7	-13	-4	2	2	-13	1	-3
46	COc1ccc(C(=O)NC(=S)N(C)Cc2ccccc2)cc1Br	24	7	10	10	-1	4	26	35
47	CCN(CC)CCCC(C)Nc1nccc2cccc(Cl)c12 (centres undefined)	/	10	/	/	/	-3	1	3
48	CC(C)C(NC(=S)NCc1ccccc1)C(=O)O (centres undefined)	-1	8	-3	8	-9	0	-8	-18
49	Cc1[nH]c2ccc(F)cc2c1CCNC(=O)C1CCCCC1C(=O)OCC(F)(F)F (centres undefined)	-4	1	-9	6	-7	10	8	13
50	CC1C2CC(CC1(C)C)N(C(=O)Nc1ccc3nccnc3c1)C2 (centres undefined)	-18	22	0	1	8	4	-2	16
51	COc1ccc(CNc2nc3c(c(=O)[nH]c(=O)n3C)n2Cc2ccccc2)cc1	8	2	11	5	2	0	11	8
52	Nc1nc(NCc2ccccc2Cl)n(-c2ccccc2)n1	-9	23	13	-2	15	-13	-6	1
53	O=C(NC1CCC(O)CC1)c1ccc(Br)o1 (centres undefined)	10	-5	0	0	1	-13	1	9
54	C=CCn1c(=S)[nH]c2scc(-c3ccco3)c2c1=O	13	1	3	-8	8	-2	11	7
55	COc1ccc(C(=O)NNC(=O)c2cccc3ccccc23)cc1	/	-24	/	/	/	7	-8	7
56	CC1(c2nnc(Cc3ccccc3)o2)CC(c2ccccc2Br)=NO1 (centres undefined)	-3	-8	9	3	14	3	-5	17

Additional entries follow:
cpd	molecule	APJ antagonist	Gli-Sufu antag	Jurkat NFkB inh	UBC13 polyUb	697 NFkB inh	EBI2 antag	CXCR6 inh	CCR6 antag
57	CN(Cc1nc2ccccc2c(=O)[nH]1)C(=O)c1ccccc1OCc1ccc(Cl)cc1	23	-6	0	17	2	16	6	10
58	COCCNC(=S)Nc1ccc2nc(N3CCOCC3)cc(C)c2c1	7	-17	-12	4	3	5	-12	0
59	O=S(=O)(c1ccc(Cl)cc1)N1CCN(C(=S)Nc2ccccc2F)CC1	-4	25	-5	-3	12	-5	-8	-4
60	Cc1nnc(SC(C)C(=O)Nc2ccc(N3CCOCC3)cc2)n1Cc1ccccc1 (centres undefined)	18	-11	-14	-5	-9	-15	2	7
61	CCS(=O)(=O)C(=C(Nc1ccc(OC)cc1)Nc1ccc(OC)cc1)S(=O)(=O)CC	0	-30	1	0	10	-11	12	7
62	COc1cccc(C(C(=O)NC2CCCC2)N(CCC(C)C)C(=O)CCC(=O)Nc2cc(C)on2)c1 (centres undefined)	3	1	-2	2	11	3	-10	12
63	O=C(NNC(=O)c1cc2ccccc2o1)c1ccc(Cl)cc1	-13	-1	-3	4	21	23	2	4
64	Cc1ccc(C)c(C(=O)CCC(=O)Nc2ccc(F)cc2)c1	21	-2	11	5	5	-9	7	6
65	O=C(CNC(=O)c1cn2ccccc2n1)Nc1ccc(F)c(F)c1	13	-24	-62	-1	-49	-13	4	-10
66	Cc1ccc(C(=O)Oc2ccc(-c3nnco3)cc2)o1	15	0	11	3	16	-1	-1	3
67	CC(C(=O)Nc1cccc([N+](=O)[O-])c1)[n+]1ccccc1 (centres undefined)	20	-5	1	1	9	-5	-1	4
68	COc1ccc(OCC(=O)Nc2cc3oc4ccccc4c3cc2OC)cc1	5	5	-16	12	8	24	-3	6
69	C=CCN(C(=O)CCS(=O)(=O)c1cccc2nsnc12)c1ccccc1	20	-14	-3	2	10	6	-5	25
70	Cc1ccc(CSc2nnc(-c3ccncc3)n2CC2CCCO2)cc1 (centres undefined)	18	-3	8	-7	-12	-5	0	5
71	Cc1ccc(C(=O)CSc2nnc(-c3ccccc3N)n2C)cc1C	0	-4	-19	-5	-8	-7	-4	6
72	Cc1ccc(NC(=S)/C(=C(\[O-])c2ccc(F)cc2)[n+]2ccccc2)cc1	23	-20	-39	-2	-50	1	4	17

Profiles as entered above. Order of screens: APJ antagonist, Gli-Sufu antag, Jurkat NFkB inh, UBC13 polyUb, 697 NFkB inh, EBI2 antag, CXCR6 inh, CCR6 antag
Cc1ccc(NC(=S)/C(=C(\[O-])c2ccc(F)cc2)[n+]2ccccc2)cc1 is entered as 23, -20, -39, -2, -50, 1, 4, 17
COc1ccc(OCC(=O)Nc2cc3oc4ccccc4c3cc2OC)cc1 is entered as 5, 5, -16, 12, 8, 24, -3, 6
CC(C(=O)Nc1cccc([N+](=O)[O-])c1)[n+]1ccccc1 (centres undefined) is entered as 20, -5, 1, 1, 9, -5, -1, 4

(more compounds)
cpd	molecule	APJ antagonist	Gli-Sufu antag	Jurkat NFkB inh	UBC13 polyUb	697 NFkB inh	EBI2 antag	CXCR6 inh	CCR6 antag
73	CCOC(=O)CCc1cccc2c1CCC2=O	13	-3	5	6	16	-2	-2	16
74	COc1ccc(-c2c(C#N)c(N)nc3c2CCCCCC3)cc1OC	-3	6	-7	4	-26	1	-6	15
75	COc1ccc(NC(=O)Nc2cccc(F)c2)c(OC)c1	8	-6	-30	-2	-24	6	-11	13
76	O=C(COc1cccc(Br)c1)Nc1ccc(N2CCOCC2)cc1N1CCOCC1	-9	5	11	-6	-19	17	-13	11
77	O=C(Nc1nc2cc3c(cc2s1)OCCO3)c1ccc(N2C(=O)CCC2=O)cc1	-16	3	-4	18	-8	2	-4	3
78	O=C(O)c1ccc(-c2nc(-c3ccc(Cl)cc3Cl)cs2)cc1	7	11	-27	-22	-162	6	2	6
79	CC(=O)Nc1ccc(C(=O)N(C)C(C(=O)Nc2ccccc2)c2ccccn2)cc1 (centres undefined)	-1	-11	4	4	13	-9	-2	-4
80	COc1ccc(C(=O)Nc2ccc(NC(=O)c3cccs3)c(OC)c2)cc1Cl	-9	22	-1	3	6	3	8	10
81	Cc1cccc(NC(=O)/C(C#N)=C\c2cn(CC(=O)O)c3ccccc23)c1	16	-8	-9	-10	-6	4	-2	4
82	CCOC(=O)C(C(=O)Nc1ccc(C)cc1)C1CCCCC1 (centres undefined)	5	6	9	1	6	6	-6	10
83	N#Cc1ccccc1COC(=O)CCCC1=NS(=O)(=O)c2ccccc2N1	0	-10	3	-5	0	-6	-2	17
84	CCn1ccnc1CNC(=O)C1CCC(=O)N(Cc2cccc(C(F)(F)F)c2)C1 (centres undefined)	-17	7	4	11	12	-7	3	-4
